esBAF inh: Bmi1 luciferase reporter increase in mESCs, primary screen, esBAF inhibitor project, mouse ES cells, Bmi1 luciferase knock-in, single point. 24 h; 100% = twice the neutral-well signal. reporter increase, % at 12.5 µM. 350,000 tested, 2% active. AID 602393, 2012; in the data active = activation above about 40%;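 also: 0% = median of the plate's neutral control wells and 100% = double that signal; a rise in the Bmi1 reporter signal indicates esBAF inhibition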
SIRT5 block: SIRT5 desuccinylase inhibitors, primary screen, biochemical, fluorescence imaging, single point, set 5; NAD-dependent protein deacylase sirtuin-5, mitochondrial (Homo sapiens), Q9NXA8; Purified SirT5, succinyl-peptide AMC, trypsin-coupled fluorescence; inhibition, % at 15 µM; 330,000 tested, 1.1% active; AID 652115, 2013; in the data active = inhibition above about 15%
Target sequence (Q9NXA8 whole entry, looked up): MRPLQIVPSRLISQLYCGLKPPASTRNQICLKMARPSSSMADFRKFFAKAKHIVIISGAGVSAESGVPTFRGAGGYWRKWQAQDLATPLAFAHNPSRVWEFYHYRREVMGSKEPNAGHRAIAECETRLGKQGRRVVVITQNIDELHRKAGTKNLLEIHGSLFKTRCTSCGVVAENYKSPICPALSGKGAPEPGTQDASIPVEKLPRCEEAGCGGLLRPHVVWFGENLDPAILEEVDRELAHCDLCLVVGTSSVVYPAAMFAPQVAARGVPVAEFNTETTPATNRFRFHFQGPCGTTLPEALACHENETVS
LGR2 antag: inhibitors of bursicon-induced LGR2 CRE-luciferase signal, primary screen, cell-based, HEK293, CRE-luciferase reporter, bursicon stimulation; Drosophila bursicon receptor LGR2 (rickets); bursicon-stimulated, 4 h; inhibition, % at 9.99 µM; 380,000 tested, 0.35% active; AID 720647, 2013;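 active = drop in luminescence signal, shown as inhibition above about 50% in the replicate tests, limit read from the data, passing the limit was not always enough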;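 also: agonist challenge used bursicon conditioned medium at about half maximal strength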
FN deposition inh: inhibitors of fibronectin matrix deposition, primary screen, AH1F cells, Alexa488-fibronectin fluorescence, plate reader | AID 743247, 2014 | inhibition, % at 12.6 µM | 350,000 tested, 0.086% active | AH1F fibroblasts, overnight;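 active = mean inhibition across replicates of 30% or more, regardless of how many single replicates reach that level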;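 also: positive control wells lacked labelled fibronectin entirely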
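Assay system: AH1F fibroblasts assembling fluorescent fibronectin matrix; Amount: 10000 AH1F cells per well; Buffer or medium: DMEM, 2% serum; Probe or stimulus: Alexa488-fibronectin, 24 nM final in well; Doses: single compound dose, delivered by pin transfer; Incubation: 1 h adhesion, overnight exposure; Measured by: fluorescence 485/525 nm; Read-out: fibronectin deposition inhibition.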
C2C12 statin: suppressors of statin myotoxicity in C2C12 myotubes, primary screen, cell-based, single point, plate reader | C2C12 myotubes + simvastatin, ATP luminescence, 48 h; scaled: DMSO 0, geranylgeraniol control 100 | rescue of ATP level, % at 7.49 µM | 330,000 tested, 0.78% active;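 active = mean ATP rescue above about 67%, or every replicate alone reaching that limit, limit read from the data, passing the limit was not always enough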;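 also: myotubes were challenged with 10 µM simvastatin during compound exposure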
Casp6 inh: human caspase-6 inhibitors, primary screen, biochemical, VEID-R110 fluorescence, single point, set 2; P55212; purified caspase-6, Z-VEID-R110 cleavage fluorescence; inhibition, % at 12.5 µM; 350,000 tested, 0.53% active;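 active = mean inhibition across replicates at least about 35%, with every replicate also reaching that limit, limit read from the data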;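 also: 0% = median of neutral control wells and 100% = no fluorescence left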
Target sequence (P55212 24-179 limits assumed): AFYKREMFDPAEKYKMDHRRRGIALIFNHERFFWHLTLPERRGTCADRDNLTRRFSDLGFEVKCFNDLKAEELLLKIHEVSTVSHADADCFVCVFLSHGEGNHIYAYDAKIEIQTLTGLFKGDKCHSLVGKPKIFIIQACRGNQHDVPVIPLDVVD
Target sequence (P55212 194-293 limits assumed): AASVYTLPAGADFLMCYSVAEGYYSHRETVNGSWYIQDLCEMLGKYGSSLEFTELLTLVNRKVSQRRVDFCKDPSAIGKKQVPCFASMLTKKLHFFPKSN
S100A4 MyoIIA: inhibitors of S100A4-myosin IIA peptide binding, primary screen, biochemical, fluorescence polarization, TAMRA-MyoIIA peptide | inhibition, % at 10.7 µM | 360,000 tested, 0.14% active;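 active = mean inhibition of at least 70% across replicates, with every replicate also reaching that level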
Target sequence (P26447 whole entry, looked up): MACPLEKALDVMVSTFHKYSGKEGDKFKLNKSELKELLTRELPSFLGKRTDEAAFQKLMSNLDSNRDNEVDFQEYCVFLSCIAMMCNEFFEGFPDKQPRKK
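Test system – S100A4 monomer (human) · Compound – single-point compound testing · Schedule – 5 min incubation before reading · Probe or stimulus – TAMRA-labelled myosin IIA heavy-chain peptide probe, 5 nM · Benchmarks – neutral control DMSO, positive control TFP · Medium – Calcium-containing HEPES buffer, pH 7.2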
Starred values were filed as active, the others as inactive; nt = not tested or not shown.

SMILES	esBAF inh	SIRT5 block	LGR2 antag	FN deposition inh	C2C12 statin	Casp6 inh	S100A4 MyoIIA
CC1CCCC(C)N1CCNC(=O)C1CCN(S(=O)(=O)N2CCCCC2)CC1 (configuration not stated)	1	nt	24	nt	-8	nt	nt
CN(C)C(=O)C[C@@H]1C[C@H]2c3cc(NS(=O)(=O)c4ccc(F)cc4)ccc3O[C@H]2[C@H](CO)O1	1	nt	3	-6	-4	nt	nt
NS(=O)(=O)c1ccc(NN=C2CCN(Cc3ccccc3)CC2)c([N+](=O)[O-])c1	nt	-2	0	0	nt	1	-6
COc1ccc(CC(N)c2csc(Nc3nncc4ccccc34)n2)cc1 (configuration not stated)	-1	-2	12	-5	-6	0	3
CC(C)N1C(=S)SC(C)(C)C1n1oc(=O)n(-c2ccc(Cl)c(Cl)c2)c1=O (configuration not stated)	-1	nt	nt	-1	0	nt	nt
COc1cc2ncnc(NCc3cc(F)ccc3F)c2cc1OC	-7	3	-9	-23	-4	0	-1
Cn1cnnc1SCC(=O)Nc1cc(C(F)(F)F)ccc1N1CCOCC1	nt	-3	nt	5	nt	4	-3
O=C(COc1ccc2ccccc2c1)NCCn1ccc2ccccc21	-2	0	nt	10	20	1	1
CC(C)CC(=O)N1CCC(N(CCc2ccccc2)Cc2ccccc2)CC1	-5	-1	-11	-10	20	-1	5
C/C(=C\c1ccccc1)C(=O)NC1CCSC1=O (configuration not stated)	20	nt	-4	3	-37	nt	nt
CC(C)C(OC(=O)CN1C(=O)COc2ccccc21)C(=O)NC1CCCCC1 (configuration not stated)	-7	-2	27	-18	-8	-1	-7
O=C(NCc1ccc(F)cc1)c1cc(C2CCCCN2C(=O)CCCc2ccccc2)on1 (configuration not stated)	7	nt	16	-2	2	-3	2
COC(=O)c1ccccc1NC(=O)NCc1ccncc1	nt	-1	nt	13	nt	2	-4
NC(=S)NC(c1ccccc1)c1ccncc1 (configuration not stated)	nt	-3	9	3	nt	-1	3
O=C(C1CCOCC1)N1CCCC(N2CCN(c3cccc(Cl)c3)CC2)C1 (configuration not stated)	-4	1	0	-5	13	-1	0
CC1(C(=O)NCc2cccc(C(F)(F)F)c2)CCN1Cc1ccc2ccccc2c1 (configuration not stated)	-4	1	1	-4	-20	2	-4
CC(C)COC(=O)C1C2C=CC3(CN(C4CCCC4)C(=O)C13)O2 (configuration not stated)	-7	-2	-12	4	2	1	0
COc1cc(NS(=O)(=O)c2ccc(NC(=O)COc3ccc(C)cc3C)cc2)nc(OC)n1	-8	nt	3	-1	4	nt	nt
O=C(N/N=C/c1c(O)n(Cc2ccco2)c(=O)[nH]c1=O)c1ccccc1	nt	-1	nt	2	nt	-1	-1
COc1ccc(OCCn2c(=O)sc3ccccc32)cc1	nt	-2	-71	-4	nt	-1	3
CC1CCC(NC(=O)COC(=O)c2n[nH]c(=O)c3ccccc23)CC1 (configuration not stated)	-4	-2	-4	nt	4	0	3
CC(=O)Nc1ccc(NC(=O)c2ccc(-c3c(C)noc3C)c3ccoc23)cc1	-6	-2	12	9	11	1	0
C=CCn1c(SCC(=O)NC2CCCC2)nnc1-c1ccncc1	4	-3	1	-2	3	1	-8
COc1ccc(C(=O)OCC(=O)NC2CC2)cc1S(=O)(=O)N(C)Cc1ccccc1	nt	0	21	3	-7	-5	-3
CCNC(=O)C[C@H]1CC[C@H]2[C@@H](COc3ccc(NC(=O)c4ccc(F)cc4)cc3C(=O)N2C)O1	1	-6	-1	-23	-6	-4	6
Cc1cn(Cc2ccccc2Cn2cc(C)c(=O)[nH]c2=O)c(=O)[nH]c1=O	nt	-3	2	0	nt	0	-9
C[C@@H]1CN([C@H](C)CO)C(=O)c2cc(NS(=O)(=O)c3cn(C)cn3)ccc2O[C@@H](C)CCCCO[C@@H]1CN(C)CC1CCCCC1	0	-2	32	nt	58	-3	7
O=C1NCCN(Cc2ccc(Cl)c(F)c2)C1CC(=O)N1CCc2ccccc2C1 (configuration not stated)	-3	6	9	-3	7	0	1
CCCNC(=O)c1cc(C2CCCCN2C(=O)c2ccc3c(c2)CCO3)on1 (configuration not stated)	0	nt	-5	-11	-3	4	-1
c1ccc(N2CCN(Cc3ccsc3)CC2)nc1	8	-4	-7	10	7	-3	-11
CCOC(=O)C1CCN(C(=O)Cc2cccc3ccccc23)CC1	-5	nt	-1	nt	-9	nt	nt
Cc1cccc(-c2ocnc2C(=O)N2CCN(C(=O)c3cccs3)CC2)c1	-1	6	1	3	4	3	6
CN(CCc1ccccc1)C(=O)c1cccc(NC(=O)Cc2cccc(NC(=O)C3CCCN(C(=O)C4CCCCC4)C3)c2)c1 (configuration not stated)	-11	-2	15	4	2	nt	-1
CCC(=O)Nc1ccc2c(c1)OC[C@H](C)N(C(=O)C1CC1)C[C@@H](C)[C@H](OC)CN(C)C2=O	-4	3	5	2	2	-3	-11
O=C(COC(=O)C1COc2ccccc2O1)c1ccccc1 (configuration not stated)	-3	-3	-10	2	3	10	2
Clc1ccc(CN2CCCCCC2)cc1Cl	-1	-3	-9	-4	7	-10	-20

One compound at a time, from the list above:
Results for `CN(CCc1ccccc1)C(=O)c1cccc(NC(=O)Cc2cccc(NC(=O)C3CCCN(C(=O)C4CCCCC4)C3)c2)c1` (configuration not stated) → esBAF inh: -11; SIRT5 block: -2; LGR2 antag: 15; FN deposition inh: 4; C2C12 statin: 2; Casp6 inh: nt; S100A4 MyoIIA: -1
Results for `CCCNC(=O)c1cc(C2CCCCN2C(=O)c2ccc3c(c2)CCO3)on1` (configuration not stated) → esBAF inh: 0; SIRT5 block: nt; LGR2 antag: -5; FN deposition inh: -11; C2C12 statin: -3; Casp6 inh: 4; S100A4 MyoIIA: -1

Ordered by value in esBAF inh (rising): 7 from the list above
structure	esBAF inh
CCOC(=O)C1CCN(C(=O)Cc2cccc3ccccc23)CC1	-5
CCC(=O)Nc1ccc2c(c1)OC[C@H](C)N(C(=O)C1CC1)C[C@@H](C)[C@H](OC)CN(C)C2=O	-4
O=C1NCCN(Cc2ccc(Cl)c(F)c2)C1CC(=O)N1CCc2ccccc2C1 (configuration not stated)	-3
Clc1ccc(CN2CCCCCC2)cc1Cl	-1
CCCNC(=O)c1cc(C2CCCCN2C(=O)c2ccc3c(c2)CCO3)on1 (configuration not stated)	0
CCNC(=O)C[C@H]1CC[C@H]2[C@@H](COc3ccc(NC(=O)c4ccc(F)cc4)cc3C(=O)N2C)O1	1
c1ccc(N2CCN(Cc3ccsc3)CC2)nc1	8

(list continues)
SMILES	esBAF inh	SIRT5 block	LGR2 antag	FN deposition inh	C2C12 statin	Casp6 inh	S100A4 MyoIIA
CCC(C)(C)NC(=O)C(C(C)C)N(CC1CCCO1)C(=O)CNS(=O)(=O)c1ccc(F)cc1 (configuration not stated)	-2	2	4	-4	-3	-1	-6
CCN1CCN(C(=O)Cn2ncc3c([nH]c4ccc(C)cc43)c2=O)CC1	-5	-3	13	0	-7	-2	-8
CCN(CC)c1nc(N)c2c(N)nc(OC)cc2c1C#N	11	nt	5	-4	-15	51*	14
COc1cccc(NC(=O)c2oc3ccc(S(=O)(=O)N4CCOCC4)cc3c2C)c1	nt	-3	-4	0	nt	2	0
NCCCC[C@H]1CNC(=O)C(=O)N1CCc1cccc2ccccc12	-1	13	0	-1	25	6	-1
Cc1onc(-c2ccccc2)c1C(=O)NC(=S)Nc1sc2c(c1C#N)CCCC2	nt	-2	9	17	nt	3	-2
CC(C)(Oc1ccc(Cl)cc1)C(=O)NCc1ccncc1	11	nt	nt	3	3	nt	nt
CCCCNC(=O)N(O)C1N(/N=C/c2cccnc2)C(=S)SC1(C)C (configuration not stated)	nt	-2	nt	0	nt	-2	15
CC(=O)Nc1ccc(NC(=O)Nc2ccc(C)c(C)c2)cc1	nt	-1	-6	-3	nt	2	-2
Cc1ccc([N+](=O)[O-])c(NC(=O)COC(=O)C2CC3CCCC(C2)C3=O)c1C (configuration not stated)	-4	-13	6	-4	5	-2	-4
COc1ccc(-c2nc(CCNC(=O)c3ccc(Br)o3)cs2)cc1	7	6	9	-4	9	-2	6
COC(=O)c1ccc(NC(=S)NN2CCOCC2)cc1	nt	1	-29	0	nt	2	0
O=C(N[C@@H]1CC[C@@H](CCNS(=O)(=O)c2ccccc2Cl)O[C@@H]1CO)c1ccccc1	0	1	8	nt	-1	-2	2
Cc1ccc(NC(=S)N(CCN(C)C)C(C)c2cccnc2)cc1 (configuration not stated)	0	1	-14	-8	-4	-9	-3
CCN(CC)S(=O)(=O)c1ccc(/C=C/C(=O)OCC(=O)c2c(N)n(C)c(=O)n(C)c2=O)cc1	-3	8	15	4	10	2	0
NS(=O)(=O)c1cccc(NC(=O)Nc2ccccc2)c1	9	-1	12	-9	-4	-1	1
NC(=O)C1CCN(C(=O)CCc2nc3ccccc3c(=O)[nH]2)CC1	-1	-3	1	nt	-7	0	-1
CCNc1ncnc2c1cnn2C1CCCO1 (configuration not stated)	-1	nt	24	2	3	-4	2
Cc1ccc(NC(=O)CCN2CCC(C)CC2)cc1	4	3	nt	-10	8	-2	-3
CC(C)(C)c1n[nH]c2c1CCCC2	nt	42*	21	2	nt	-1	-6
Cc1ccc(S(=O)(=O)NC(CC(=O)N2CCOCC2)c2ccco2)cc1 (configuration not stated)	-2	nt	9	nt	7	nt	nt
C[C@H](CO)N1C[C@H](C)[C@H](CN(C)C(=O)Nc2ccc(F)cc2)Oc2ccc(NC(=O)Cn3cnnn3)cc2C1=O	-2	-1	26	-11	4	-2	-11
Cc1ccc(-c2nc(SC(C)C(=O)c3c(N)n(C)c(=O)n(C)c3=O)n[nH]2)cc1 (configuration not stated)	4	5	-7	3	-3	0	-1
O=C(Nc1cccnc1)c1cccc(S(=O)(=O)N2CCCC2)c1	nt	-1	0	2	nt	nt	0
C[C@@H]1CN([C@@H](C)CO)S(=O)(=O)c2ccc(C#CC3(O)CCCC3)cc2O[C@@H]1CN(C)C(=O)Cc1ccncc1	-15	3	2	6	-1	nt	-5
Cc1ccc(/C=C(/NC(=O)c2ccccc2)C(=O)NC(Cc2c[nH]c3ccccc23)C(=O)O)cc1 (configuration not stated)	-7	-1	14	6	15	7	-4
Cc1ccc(-c2ccc3c(c2)O[C@@H](CN(C)C(=O)NC(C)C)[C@@H](C)CN([C@@H](C)CO)S3(=O)=O)cc1	-7	-3	17	nt	41	1	9
CCOC(=O)c1c(NC(=O)C2(C)Cc3ccccc3C(=O)O2)sc2c1CCCC2 (configuration not stated)	nt	-4	9	-10	nt	-3	-5
COc1ccc(OCCN2C(=O)NC3(CCc4ccccc4C3)C2=O)cc1 (configuration not stated)	nt	-1	nt	6	nt	1	-2
CN(C(=O)c1ccc(NC(=O)Cc2cccc(NC(=O)C3CCN(C(=O)C4CCCC4)CC3)c2)cc1)C1CC1	-5	-2	10	7	-14	3	-5
Cc1noc(C)c1S(=O)(=O)N(C)C[C@@H]1OCCCC[C@H](C)Oc2ccc(NC(=O)CCCN(C)C)cc2C(=O)N([C@H](C)CO)C[C@@H]1C	2	-9	2	nt	nt	0	3
c1ccc2c(c1)CC1(CCCCC1)n1nnnc1-2	-3	0	-3	nt	-22	-2	8
Cc1nnc(-c2cccc(C(F)(F)F)c2)nc1N1CCOCC1	nt	5	7	-4	nt	9	3
CC1=C(C(=O)N(C)C)CC(CC(=O)NC2CCCC2)C(=O)N1CCC1=CCCCC1 (configuration not stated)	49*	-5	-7	8	5	0	-3
O=C(C[C@@H]1CC[C@H]2[C@@H](COC[C@H](O)CN2C(=O)Nc2ccc(Cl)c(Cl)c2)O1)NCc1ccncc1	-2	9	4	0	1	-8	64
N#C/C(C(=O)N1CCCC1)=C1/N=C(N)c2ccccc21	nt	-3	10	12	nt	-14	0

Screens as filed in PubChem.

A portion of the library, so the mix of outcomes need not match the whole.
